SRC3 inh: inhibitors of human steroid receptor coactivator 3 (SRC3); Q9Y6Q9; HEK293 GAL4-SRC3 luciferase reporter, luminescence; inhibition, % at 3.6 µM; 360,000 compounds, 0.17% hits; AID 588352;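 active = inhibition above a per-campaign cutoff, the mean of all compounds plus 3 SD, cut at about 60% in these data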;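 also: 0% = DMSO-treated cells and 100% = gossypol-treated cells at 36 µM; higher means less SRC3-driven luciferase light from the GAL4 reporter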
ABHD5-PLIN5 inh: ABHD5-PLIN5 protein interaction inhibition. Q00G26+Q8WTS1. AID 602281. 360,000 compounds, 0.78% hits. Split G. princeps luciferase complementation, luminescence, 4 h. inhibition, % at 4 µM;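 active = inhibition above the mean inhibition across every tested compound plus 3 SD, cut at about 22% in these data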;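 also: 0% = DMSO only wells and the 100% control is not disclosed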
NOD2 RIPK2 PPI: blocks binding of human NOD2 to RIPK2; O43353; CHO BLA complementation NOD2-RIPK2, CCF4 ratio; inhibition, % at 4.98 µM; 360,000 compounds, 0.38% hits; AID 624267; in the data active = inhibition above about 21%;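 also: 0% = vehicle only and 100% = reference blocker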
NCOA2 inhibitor: human SRC2 (NCOA2) inhibition | HEK293 GAL4-SRC2 luciferase reporter, luminescence | inhibition, % at 9 µM | 370,000 compounds, 0.17% hits;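 active = inhibition above the mean inhibition of all tested compounds plus 3 SD, set per campaign, cut at about 52% in these data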;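 also: 0% = DMSO treated cells and 100% = cells given Gossypol at 36 µM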
EBV LMP1 NFkB: Epstein-Barr LMP1 NF-kappaB reporter inhibition; LMP1-induced NF-kappaB luciferase reporter cells, luminescence; inhibition, % at 12.5 µM; 350,000 compounds, 0.69% hits; AID 504558; in the data active = inhibition above about 41%; inconclusive = no clear call, values can overlap the other calls;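 also: 0% = neutral control wells and 100% = reference inhibitor control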
LRH-1 inv ag: suppresses constitutive activity of human LRH-1; HEK293T StAR-luciferase reporter, LRH-1 transfected, 24 h; inhibition, % at 3.6 µM; 360,000 compounds, 0.13% hits;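 active = inhibition above the mean inhibition of all tested compounds plus 3 SD, cut at about 73% in these data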;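 also: 0% = DMSO wells and 100% = reporter-only cells lacking LRH-1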
NCOA1 inh: inhibits human SRC1 coactivator; Q15788; inhibition, % at 3.6 µM; HEK293 GAL4-SRC1 luciferase reporter, luminescence; 360,000 compounds, 0.12% hits;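 active = inhibition above the campaign mean plus 3 SD, with each screening campaign given its own cutoff, cut at about 60% in these data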;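 also: 0% = DMSO treated cells and 100% = gossypol at 36 µM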
COUP-TFII inh: inhibitors of human COUP-TFII (NR2F2). HEK293T NGFI-A luciferase reporter, luminescence. inhibition, % at 8.6 µM. 370,000 compounds, 0.7% hits;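 active = inhibition above a per-plate cutoff, mean inhibition of test wells between control levels plus 3 SD, cut at about 38% in these data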;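 also: cells cotransfected with COUP-TFII expression vector driving the NGFI-A reporter; 0% = median of COUP-TF2 test wells and 100% = reporter-only cells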
MC4R antagonist: blocks human MC4R cAMP signaling; MC4R-expressing cells, MTII-stimulated cAMP, LANCE TR-FRET; 360,000 compounds, 0.48% hits; AID 540295; inhibition, % at 6.5 µM; P32245;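 active = inhibition above its plate's cutoff, the mean of tested wells on that plate plus 3 SD, cut at about 29% in these data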;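 also: 0% = Melanotan II alone and 100% = Melanotan II plus saturating MCL0020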
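Assay system: human MC4R-expressing U2OS cells; reagent: Melanotan II stimulation of cells; dosing: 6.5 µM single dose; timing: compound 30 min, challenge 1 h, detection 1 h; signal: TR-FRET cAMP assay; replicates: one well per compound, no replicates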
MC4R barr agon: activates human MC4R beta-arrestin recruitment. P32245. U2OS MC4R beta-arrestin complementation, luminescence; percent of melanotan II response, DMSO zero. activation, % at 8.9 µM. 360,000 compounds, 0.98% hits. AID 540308;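 active = activation above a per-plate cutoff, the mean activation of sample wells on that plate plus 3 SD, cut at about 8% in these data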
TLR9-MyD88 inh: blocks human TLR9 binding to MyD88; Q9NR96+Q99836; CHO BLA complementation TLR9-MyD88, CCF4 FRET ratio; inhibition, % at 4.98 µM; 340,000 compounds, 0.21% hits;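 active = inhibition above the mean over all tested compounds plus 3 SD, cut at about 21% in these data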;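 also: 0% = DMSO only wells and 100% = clavulanate BLA inhibitor control wells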
Target sequence (Q99836 whole entry, looked up): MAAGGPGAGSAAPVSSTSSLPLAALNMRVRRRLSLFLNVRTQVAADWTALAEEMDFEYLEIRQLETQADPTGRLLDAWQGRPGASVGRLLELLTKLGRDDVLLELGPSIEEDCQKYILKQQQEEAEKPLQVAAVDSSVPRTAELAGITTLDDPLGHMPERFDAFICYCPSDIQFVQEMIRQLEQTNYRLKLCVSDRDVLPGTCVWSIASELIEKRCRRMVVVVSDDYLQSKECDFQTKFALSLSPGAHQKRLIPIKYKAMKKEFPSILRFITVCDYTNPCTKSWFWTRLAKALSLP
Target sequence (Q9NR96 whole entry, looked up): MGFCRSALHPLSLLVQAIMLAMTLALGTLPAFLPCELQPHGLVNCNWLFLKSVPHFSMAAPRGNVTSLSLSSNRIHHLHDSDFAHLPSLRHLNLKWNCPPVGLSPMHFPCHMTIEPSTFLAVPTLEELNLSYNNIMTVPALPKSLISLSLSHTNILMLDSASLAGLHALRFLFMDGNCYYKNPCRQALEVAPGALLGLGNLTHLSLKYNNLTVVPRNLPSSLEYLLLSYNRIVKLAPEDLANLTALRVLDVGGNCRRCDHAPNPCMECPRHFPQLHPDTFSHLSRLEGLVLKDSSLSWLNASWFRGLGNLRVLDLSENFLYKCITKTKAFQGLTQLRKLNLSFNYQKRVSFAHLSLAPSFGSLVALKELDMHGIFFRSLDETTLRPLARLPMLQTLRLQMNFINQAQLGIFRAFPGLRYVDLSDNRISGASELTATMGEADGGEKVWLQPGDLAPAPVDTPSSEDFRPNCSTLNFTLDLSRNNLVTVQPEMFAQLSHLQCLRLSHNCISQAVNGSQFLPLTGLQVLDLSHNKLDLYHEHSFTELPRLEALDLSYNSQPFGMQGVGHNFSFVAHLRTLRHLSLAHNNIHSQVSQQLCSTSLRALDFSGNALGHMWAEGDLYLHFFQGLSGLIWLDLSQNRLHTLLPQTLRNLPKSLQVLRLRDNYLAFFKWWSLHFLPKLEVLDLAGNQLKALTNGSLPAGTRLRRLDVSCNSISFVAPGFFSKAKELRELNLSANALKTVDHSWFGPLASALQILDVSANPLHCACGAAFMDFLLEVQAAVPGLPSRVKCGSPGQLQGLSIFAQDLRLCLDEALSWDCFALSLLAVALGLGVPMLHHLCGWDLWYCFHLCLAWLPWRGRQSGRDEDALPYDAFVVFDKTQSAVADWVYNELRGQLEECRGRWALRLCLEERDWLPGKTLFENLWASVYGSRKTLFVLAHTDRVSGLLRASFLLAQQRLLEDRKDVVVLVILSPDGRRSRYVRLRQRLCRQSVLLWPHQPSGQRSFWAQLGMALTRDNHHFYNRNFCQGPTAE
Numbers without * were called inactive; u = inconclusive; x = no result given. This is a subset; rates above refer to the full screens.

entry	Compound	SRC3 inh	ABHD5-PLIN5 inh	NOD2 RIPK2 PPI	NCOA2 inhibitor	EBV LMP1 NFkB	LRH-1 inv ag	NCOA1 inh	COUP-TFII inh	MC4R antagonist	MC4R barr agon	TLR9-MyD88 inh
1	COc1cc(C(=O)NC2CCN(C)CC2)ccc1Nc1ncc2c(n1)N(CCc1ccccc1)CCC(=O)N2C	23	6	-10	-115	4	42	-29	-90	-5	0.5	-2
2	O=C(O)CCCC(=O)Nc1ccc(C(=O)N2CCCCC2)c(Cl)c1	-20	-4	-2	-5	7	-10	1	0	15	0.0	2
3	Cc1cccc(C)c1NC(=O)CN(C)C(=O)c1cccc(-n2cccc2)c1	-4	13	-9	-21	5	5	-22	5	12	-1.3	-6
4	c1ccc(-c2ccc(-c3ccccc3)[nH]2)cc1	-92	-1	-1	-47	-27	-127	-74	-33	-5	2.8	9
5	COc1ccc(CCNC(=O)/C(C#N)=C/c2ccc(OCC(=O)NCC3CCCO3)cc2)cc1OC (stereo not given)	7	0	0	3	10	1	-24	9	2	-1.6	7
6	COc1ccc(C(=O)Nc2ccc(CN3CCCCC3)cc2)cc1	11	3	-4	-8	-7	0	3	-6	7	-1.0	-1
7	Cn1c(=O)c2c(nc(NCc3ccco3)n2Cc2ccccc2Cl)n(C)c1=O	-1	-3	0	2	8	0	-12	1	5	-0.9	-2
8	Cc1cc(C)c2c(c1)/C(=N/NC(=O)c1cc(C)oc1C)CCC2	-3	0	-3	-24	-4	-72	-29	-29	4	2.8	-5
9	CCOc1ccc(S(=O)(=O)Nc2ccccc2C(=O)NCc2ccco2)cc1	-15	-3	-1	-32	2	-16	-19	3	-5	-2.5	-1
10	Cc1ccc(S(=O)(=O)NCC(=O)OCCOc2cccc(Cl)c2)cc1	15	-6	11	6	2	2	-3	13	22	3.7	7
11	COc1ccc(C(=O)NCc2ccc(C(=O)NCC(OC)OC)cc2)cc1OC	15	-3	-11	-8	2	1	-21	12	18	2.0	-7
12	Cc1cc(-c2nn(-c3ccccc3F)cc2CN2CCN(c3ccccn3)CC2)c(C)s1	12	-8	-3	1	-8	-9	-14	4	3	1.8	-3
13	O=C(COC(=O)C1=COCCO1)NCCCc1ccccc1	-13	0	-1	-12	-2	-20	-6	-10	-2	-3.2	-3
14	COc1ccc(CNC(=O)CN(c2ccc(C)cc2)S(=O)(=O)c2c(C)noc2C)cc1	6	-11	2	-22	u	-12	11	-18	1	-0.7	-16
15	Cc1cc(C)cc(CSc2ccc(S(=O)(=O)N3CCCC3)cn2)c1	-15	-16	7	24	8	-10	8	6	4	-3.1	0
16	COc1ccc(C(=O)C[n+]2cccc3cc(C)ccc32)cc1	-2	0	5	-27	-6	23	-12	-5	-4	0.2	-12
17	O=c1[nH]c(C(Cl)(Cl)Cl)nc2ccc3ccccc3c12	-21	9	-10	9	-9	11	-10	-4	6	-1.1	-1
18	Cc1cc(Nc2n[nH]c(N)c2C#N)ccc1F	-19	3	-13	-18	-4	-22	-45	-15	5	2.6	-4
19	O=C1CCCc2c1cc(C(=O)O)c(=O)n2-c1ccccc1	8	-2	2	-41	-5	7	6	17	7	0.2	-3
20	CC1Cc2ccccc2N1Cc1nc2cc(Cl)ccc2c(=O)[nH]1 (stereo not given)	3	-1	3	-17	1	13	-13	8	8	-1.2	-6
21	O=C(NCC(=O)N1CCN(Cc2ccccc2)CC1)c1cc(Cl)cc([N+](=O)[O-])c1	23	-3	-1	12	-6	17	-9	21	9	3.0	-5
22	O=C(Nc1ccc(C2=NCCN2)cc1)c1ccc(C(=O)Nc2ccc(C3=NCCN3)cc2)c(Cl)c1	4	0	-4	14	1	4	-2	6	0	0.6	-20
23	Cc1cc(=O)oc(C)c1C(=O)OCC(=O)c1ccc2ccccc2c1	-17	6	-8	-2	-8	-16	-12	-6	3	-1.8	-7
24	COC(=O)CCC(=O)OC1(C)C(=O)C2=CN(C3CC3)C(c3ccc(OC)cc3)=CC2=C(Br)C1=O (stereo not given)	-22	-8	-7	10	-7	10	-3	1	-1	1.5	1
25	Nc1nn(S(=O)(=O)c2cccc3nsnc23)cc1-c1ccc(Br)cc1	19	0	-3	4	1	-10	-1	18	0	-2.2	3
26	CCn1nc(C)c(CNC(=O)C2CCC(=O)N(CCc3ccc(OC)cc3)C2)c1C (stereo not given)	2	3	9	0	4	-7	-11	-15	8	-2.8	12
27	O=C(NC(Cc1ccccc1)C(=O)O)c1cccnc1Cl (stereo not given)	5	11	-8	2	2	16	-8	19	6	0.1	3
28	O=C(NCc1ccccn1)c1nc(Cn2cc([N+](=O)[O-])cn2)no1	-4	0	1	-15	-3	10	-19	-13	-2	-0.8	-1
29	CC1(C2CC2)NC(=O)N(CC(=O)Nc2ccccc2-c2ccccc2)C1=O (stereo not given)	12	-1	-10	-6	7	3	15	3	6	-1.9	-10
30	Cc1cc(C(F)F)n2ncc(C(=O)N3CCC(C(N)=O)CC3)c2n1	0	5	2	2	-6	-10	-2	4	12	-1.7	-4
31	CCCCN(C(=O)Cc1ccc2c(c1)OCCO2)c1c(N)n(CCC)c(=O)[nH]c1=O	2	-10	3	4	6	18	2	16	1	2.1	-2
32	CCOc1ccccc1N1CCN(Cc2cccc(OC)c2O)CC1	9	10	-1	-1	2	21	8	6	5	-0.5	-7
33	O=C(CN(C(=O)c1ccc(Cl)cc1)N1C(=O)C2C3C=CC(C3)C2C1=O)c1cccs1 (stereo not given)	16	-1	-4	-16	0	1	1	12	14	-1.1	-2
34	Cc1noc(C)c1NC(=O)N(C)C[C@H]1OCc2cnnn2CCCC(=O)N([C@H](C)CO)C[C@@H]1C	27	3	-7	-6	-1	7	3	11	4	-0.7	-6
35	CCn1c(CNC(=O)c2ccccc2F)cc2ccccc21	-37	0	-6	-31	32	-29	-16	-20	-2	0.1	-1
36	COCCn1cnnc1SCC(=O)Nc1cc(C)on1	-8	-2	-9	5	0	9	-3	13	5	-1.6	1
37	CCOc1cc(/C=N/NC(=O)Cc2ccc(C(F)(F)F)cc2[N+](=O)[O-])c(Br)cc1OC	-5	-2	-11	-19	-30	-1	5	-10	8	1.6	-7
38	Cc1nc(Cl)c(C(=O)NCCc2ccccc2)c(C)c1[N+](=O)[O-]	-3	-1	-11	4	-4	8	-13	7	1	-1.8	0
39	CCOC(=O)N(C)c1c(CC)nc2c(OCC(=O)C(C)(C)C)cccn12	-9	-10	1	13	x	-14	5	4	10	1.5	x
40	O=C(Cc1cccs1)N/N=C/C(Cl)=C/c1ccccc1	-54	-5	-1	-43	-20	-86	-48	-27	8	6.8	1
41	CC(=O)c1ccc(-n2nncc2C)cc1	9	-4	-6	-8	-8	-5	-4	-4	-9	-0.6	3
42	Cc1ccc(C(=O)NCCN2CCC(n3c(=O)[nH]c4ccccc43)CC2)cc1	x	-3	-14	-11	x	3	x	3	x	x	x
43	COc1ccc(Cn2cc(CN3CC(N4CCCCC4)CS3(=O)=O)nn2)cc1 (stereo not given)	x	-5	-2	-1	x	15	x	7	x	x	x
44	O=C(c1ccccc1Cc1ccccc1)N1CCN(S(=O)(=O)c2ccccc2[N+](=O)[O-])CC1	-10	0	3	-5	-9	14	1	10	-4	1.1	-7
45	CC1CCOC(c2coc3ccccc3c2=O)O1 (stereo not given)	-49	0	-14	-65	1	-80	-65	-21	5	-2.0	0
46	Cc1ccc(NC(=O)[C@@H]2O[C@H](CO)[C@@H](O)[C@H]2O)cc1C(F)(F)F	0	-3	2	28	x	7	-14	12	-6	-2.1	x
47	COc1cc(S(=O)(=O)N2CCN(Cc3ccc4c(c3)OCO4)CC2)ccc1NC(C)=O	-6	-8	4	6	x	-22	12	14	5	-1.9	x
48	COC(=O)Cn1cnc2sc(C)c(S(=O)(=O)N3CCC(C)CC3)c2c1=O	9	-1	-5	17	5	-6	18	-3	-3	-0.9	7
49	Cc1cccc(C)c1NC(=O)CNC(=O)C1CC(=O)N(Cc2ccccc2)C1 (stereo not given)	-9	6	-8	9	-1	-18	-2	-11	-1	-1.6	6
50	NC(c1ccccc1)c1csc(Nc2ccc(C(=O)NCCO)cc2)n1 (stereo not given)	11	-1	-10	13	x	-6	-15	1	-1	-3.2	x
51	CCOC(=O)c1ccc(NCn2c(=O)oc3ccccc32)cc1	2	1	-7	2	-10	3	-17	7	1	-0.5	4
52	CCc1ccccc1NC(=O)c1cc(C)no1	-7	3	-12	-15	7	9	-12	-11	6	-2.8	-3
53	COC(=O)N1CCCCC1c1cc(C(=O)Nc2ccc(OC)cc2C)no1 (stereo not given)	-7	6	5	19	x	-1	3	-7	10	1.2	x
54	CCCn1c(Nc2ccccc2C)nc2ccccc21	6	-5	3	-12	-2	-7	-7	-12	5	-2.6	2
55	CCN1C(=O)[C@H]2[C@@H](c3ccc(C)cc3)N3C(=O)N(c4ccc(OC)cc4)C(=O)[C@@]3(Cc3ccc(Cl)cc3)[C@H]2C1=O	20	-2	-2	-21	2	-15	-8	4	9	0.0	-9
56	CCc1ccc(NC(=O)C2CC(=O)Nc3ncnn32)cc1 (stereo not given)	-3	12	1	7	4	6	8	9	1	3.0	3

(listing goes on)
entry	Compound	SRC3 inh	ABHD5-PLIN5 inh	NOD2 RIPK2 PPI	NCOA2 inhibitor	EBV LMP1 NFkB	LRH-1 inv ag	NCOA1 inh	COUP-TFII inh	MC4R antagonist	MC4R barr agon	TLR9-MyD88 inh
57	CCC[C@@H](CN[C@@H](CNC)[C@H](C)CC)NCC1CCC(C(C)(C)C)CC1 (stereo not given in full)	-8	7	-3	0	-18	-3	-4	-1	14	2.5	0
58	CCc1ccc(OCCOCC(O)CNC(C)CC)cc1 (stereo not given)	18	0	0	-17	5	-3	5	-11	6	0.5	5
59	C/C(CC(=O)Nc1ccc(Cl)cc1)=N\NC(=O)C(=O)N1CCCCC1	-19	1	-7	-44	-18	-34	-30	-29	12	-1.6	4
60	Cc1cc(-c2ccc(Cl)cc2)n2nc(C)cc2n1	-14	2	-2	-20	4	-3	-2	21	-11	-1.2	-3
61	CN(C)c1ccc(C=Cc2nccc3ccccc23)cc1	-75	9	75*	5	x	-74	-83	3	x	x	x
62	CCn1cc(C(=O)N[C@H](C(=O)NCCCOC)C(C)C)c(=O)c2cc3c(cc21)OCO3	5	1	5	-4	4	-10	-1	14	9	-0.6	7
63	CC(=O)Nc1ccc(NC(=O)c2ccccc2N(C)S(=O)(=O)c2ccccc2)cc1	-4	-3	-17	-5	-3	1	11	-10	-1	-1.3	0
64	COc1ccc(Nc2cc3n(c(=O)n2)CCc2cc(OC)c(OC)cc2-3)c(C)c1	-17	-3	-8	-39	16	15	-42	-55	-43	-2.1	-6

Source: PubChem BioAssay (several laboratories)
